Bioassay records as filed in PubChem BioAssay.
ABHD5 PLIN5 PPI = ABHD5-PLIN5 interaction inhibitors, primary screen, cell lysate, split luciferase complementation, luminescence; Split G. princeps luciferase complementation, 4 h; Perilipin-5 (Homo sapiens) + 1-acylglycerol-3-phosphate O-acyltransferase ABHD5 (Homo …; inhibition, % at 4 µM; actives 0.78% (n = 360,000);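 active = inhibition above the mean inhibition across every tested compound plus 3 SD, cut at about 22% in these data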;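 note: 0% = DMSO only wells and the 100% control is not disclosed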
Target sequence (Q00G26 whole entry, looked up): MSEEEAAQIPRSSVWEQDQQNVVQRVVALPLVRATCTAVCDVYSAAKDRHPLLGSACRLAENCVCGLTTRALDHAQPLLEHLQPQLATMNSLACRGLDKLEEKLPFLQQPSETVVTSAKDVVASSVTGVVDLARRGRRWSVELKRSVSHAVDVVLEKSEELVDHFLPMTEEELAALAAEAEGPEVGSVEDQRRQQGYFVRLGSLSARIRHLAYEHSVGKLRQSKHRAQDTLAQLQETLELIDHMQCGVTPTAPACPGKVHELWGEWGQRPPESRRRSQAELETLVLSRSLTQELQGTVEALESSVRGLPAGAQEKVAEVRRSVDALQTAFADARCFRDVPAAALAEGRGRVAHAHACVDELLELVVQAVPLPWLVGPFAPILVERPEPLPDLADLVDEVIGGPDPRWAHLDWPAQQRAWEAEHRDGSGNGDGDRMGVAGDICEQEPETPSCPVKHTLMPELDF
Target sequence (Q8WTS1 whole entry, looked up): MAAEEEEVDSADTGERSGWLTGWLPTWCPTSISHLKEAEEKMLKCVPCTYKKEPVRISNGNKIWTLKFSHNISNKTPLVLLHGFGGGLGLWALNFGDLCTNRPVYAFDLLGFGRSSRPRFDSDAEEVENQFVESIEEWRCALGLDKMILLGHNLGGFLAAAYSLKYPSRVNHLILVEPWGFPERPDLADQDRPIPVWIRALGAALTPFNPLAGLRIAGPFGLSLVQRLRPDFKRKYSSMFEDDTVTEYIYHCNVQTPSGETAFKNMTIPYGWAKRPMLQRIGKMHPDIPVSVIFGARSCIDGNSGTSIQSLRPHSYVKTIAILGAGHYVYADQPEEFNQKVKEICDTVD
iPSC survival up = enhancers of single-cell hiPSC survival, primary screen, ATPlite luminescence; survival enhancement, % at 20 µM; AID 602274, 2012; actives 0.044% (n = 360,000); 100% = ROCK inhibitor wells, 0% = DMSO; in the data active = survival enhancement above about 18%;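 note: cells exposed to compounds for 16 hours before the ATP read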
Glyco luc inh = increase of ERlucT glycosylation luciferase signal, primary screen, N-linked glycosylation inhibitor project, D54 ERlucT cells, luminescence, set 2. D54 ERlucT glycosylation luciferase reporter, 24 h; percent of 100 nM tunicamycin response. reporter increase, % at 12.5 µM. actives 0.23% (n = 360,000). AID 588692, 2011;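 active = mean luciferase reporter signal, scaled so untreated is 0 and the glycosylation-blocking control 100, at or above a set limit in every replicate; inconclusive = mean reaches the limit but not every replicate does; inactive = mean below the limit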;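 note: luciferase carries N-glycosylation sites so blocking glycosylation raises the light; 0% = median of neutral control wells and 100% = median of 100 nM tunicamycin wells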
MC4R antagonist = MC4R antagonists of cAMP signaling, primary screen, cell-based, TR-FRET, antagonist arm of biased-ligand search; Melanocortin receptor 4 (Homo sapiens), P32245; MC4R-expressing cells, MTII-stimulated cAMP, LANCE TR-FRET; inhibition, % at 6.5 µM; actives 0.48% (n = 360,000); AID 540295, 2011;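 active = inhibition above its plate's cutoff, the mean of tested wells on that plate plus 3 SD, cut at about 29% in these data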;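 note: 0% = Melanotan II alone and 100% = Melanotan II plus saturating MCL0020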
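Assay system: U2OS cells stably expressing human melanocortin 4 receptor (MC4R) / Dosing: 6.5 µM / Timing: compound 30 min, challenge 1 h, detection 1 h / Measured by: Eu-cAMP/anti-cAMP TR-FRET, emission 671 nm / Replicates: singlicate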
aDG glyco up = activators of alpha-DG glycosylation, primary screen, uHTS, Pro5-aDG cells, AlphaScreen | alpha-DG glycosylation AlphaScreen (IIH6); 0% Pro5, 100% B10-LARGE cell signal | activation, % at 10 µM | actives 0.22% (n = 360,000);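 active = activation of at least 8% versus controls, or a plate z-score of at least 8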;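 note: Pro5 are CHO cells carrying HIG-tagged alpha-DG that lacks glycosylation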
HTR2A ag = mouse Htr2a agonists via beta-arrestin recruitment, primary screen, cell-based, luminescence | CHO-K1 mHTR2A beta-arrestin complementation; percent of 30 µM serotonin response | 5-hydroxytryptamine receptor 2A (Mus musculus), P35363 | AID 624169, 2012 | actives 0.66% (n = 360,000) | activation, % at 7.6 µM;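 active = activation above a run cutoff, the mean activation of all tested compounds plus 3 SD, cut at about 14% in these data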;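 note: 0% = plate median of compound wells and 100% = 30 µM serotonin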
MC4R ag barr = MC4R agonists recruiting beta-arrestin, primary screen, cell-based, luminescence, agonist arm of biased-ligand search; Melanocortin receptor 4 (Homo sapiens), P32245; U2OS MC4R beta-arrestin complementation; percent of melanotan II response, DMSO zero; activation, % at 8.9 µM; actives 0.98% (n = 360,000);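 active = activation above a per-plate cutoff, the mean activation of sample wells on that plate plus 3 SD, cut at about 8% in these data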
Granule exo inh = LAMP-1 surface exposure blockers, TALL-104 cells – cell-based, flow cytometry, MLPCN library, primary screen. TALL-104 LAMP-1 surface exposure; cells stimulated with thapsigargin and PMA. inhibition, % at 10 µM. actives 0.66% (n = 360,000). AID 651702, 2012;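 active = inhibition above about 55%, limit read from the data; inconclusive = no clear call, values can overlap the other calls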
H9c2 protect = cardioprotection against H2O2-induced cell death, primary screen, uHTS, H9c2 cells, ATPLite luminescence. H9c2 cardiomyocytes, H2O2 injury protection, 2 h. protection from H2O2 cell death, % at 20 µM. actives 0.63% (n = 360,000);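 active = compounds giving at least 50% protection of heart cells from peroxide-induced death in the single-dose screen, raw or plate-pattern-corrected value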;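 note: 0% = DMSO wells with peroxide and 100% = DMSO wells without peroxide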
ABCB6 inh MLPCN = ABCB6 transporter inhibitors, primary screen, K562-ABCB6 cells, flow cytometry, MLPCN library; ATP-binding cassette sub-family B member 6 (Homo sapiens), Q9NP58; AID 602162, 2011; fluorescence ratio to DMSO, % at 10 µM; actives 0.19% (n = 360,000); K562-ABCB6 porphyrin accumulation, 1 h; active compounds read low;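 active = fluorescence ratio to DMSO below 75%, the collection mean minus 3 SD; inconclusive = too few cells collected in the well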;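 note: signal is porphyrin accumulated inside mitochondria; 100% equals median channel fluorescence of DMSO control wells; lower ratio means ABCB6 inhibition with less porphyrin fluorescence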
Numbers without * were called inactive; ? = inconclusive; nt = no result given.

Order of values: ABHD5 PLIN5 PPI	iPSC survival up	Glyco luc inh	MC4R antagonist	aDG glyco up	HTR2A ag	MC4R ag barr	Granule exo inh	H9c2 protect	ABCB6 inh MLPCN
(1) CCNC(=O)C1CCCN(C(=O)c2cccc(C(F)(F)F)c2)CC1 (stereo not drawn)
  -8	1.0	3	-3	-0.2	-2	-1.4	-2	0	102
(2) COc1ccc(-c2nn3c(-c4ccccn4)nnc3s2)cc1OC
  3	-3.2	1	-1	0.5	-4	-0.9	-1	39	96
(3) O=C(CN1C(=O)COc2ccccc21)NCc1ccc(C(=O)O)cc1
  6	5.3	5	-2	-0.3	1	-0.2	-1	-3	93
(4) Cc1ccc(S(=O)(=O)N2CCOCC2)cc1NC(=O)CSc1nnc(C2CC2)n1C1CC1
  -16	0.7	0	3	0.1	-3	-1.9	1	5	101
(5) Cc1cccc(N(C(=O)CNC(=O)c2cccs2)C(C(=O)NC2CCCC2)c2cccnc2)c1 (stereo not drawn)
  7	-2.0	1	-9	0.1	8	2.5	3	0	100
(6) CCOC(=O)Cc1csc(NC(=O)c2cc(C)c(C)s2)n1
  -6	1.1	-2	10	0.1	2	-0.2	-5	-15	100
(7) COc1cc2ccccc2cc1C(=O)NCCCN1CCOCC1
  -1	-0.3	1	11	0.2	-5	-3.2	-1	4	93
(8) COc1ccc2c(c1)c(C(=O)OCCN(C)C)c(C)n2C
  0	9.8	3	9	0.0	-6	0.2	5	0	96
(9) COc1ccc(/C=C(\NC(=O)c2ccc(C)cc2)C(=O)Nc2ccc(C(=O)O)cc2)cc1
  -2	-0.4	3	17	0.5	3	0.3	11	7	101
(10) COc1ccc(CNC(=O)CN2CCN(S(=O)(=O)c3cccs3)CC2)cc1OC
  -3	0.8	0	16	-0.1	-1	0.9	3	4	96
(11) Cc1ccc(-n2c(=O)cc(NCc3cccnc3)[nH]c2=O)cc1
  1	1.8	-1	9	0.1	0	-1.8	6	-2	97
(12) CN1CCN(c2ccc(NC(=O)c3cccc(OCc4ccccc4)c3)cc2)CC1
  9	-2.5	-4	6	1.0	-6	3.2	58*	-15	100
(13) Fc1ccc(C2CCCN2Cc2nc(Cc3ccccc3F)no2)cc1 (stereo not drawn)
  3	0.0	-2	6	0.0	0	1.5	2	2	98
(14) CC(C)CNC(=S)N(CCCO)Cc1cc2cc3c(cc2[nH]c1=O)OCCO3
  -41	0.8	0	11	0.1	-3	-0.2	-1	9	101
(15) COc1cc2cc(CCCOC(=O)c3ccc4c(c3)OCO4)oc(=O)c2cc1OC
  -3	0.4	3	2	0.1	2	-2.6	9	6	97
(16) C=CCNCC(O)COc1ccc(C(C)=O)cc1OC (stereo not drawn)
  0	-0.3	3	9	-0.1	3	0.8	-1	10	98
(17) CC1(C)Oc2ccc(C(=O)NN)cc2NC1=O
  -1	2.4	1	8	0.2	-10	-4.4	-3	0	100
(18) CCN(CC)C(=S)SCC(=O)c1c(C)[nH]c2ccccc12
  -1	-2.8	0	4	0.5	1	1.4	2	-1	102
(19) O=C(O)CCCCCCCCCCCc1ccccc1
  -4	1.4	2	7	-0.1	0	-1.1	-1	0	97
(20) COc1cccc(-c2cc(NC=O)c3ncc(-c4ccc(C(C)=O)cc4)n3c2)c1
  0	-2.0	3	2	0.0	-1	8.4*	?	34	97
(21) CC(=O)Nc1ccc(S(=O)(=O)N2CCC(n3cnc4cc(F)ccc43)CC2)cc1
  5	1.1	-7	3	-0.1	2	-0.2	-2	11	102
(22) O=[N+]([O-])c1cc(S(=O)(=O)N2CCCCCC2)ccc1F
  4	-1.8	-9	-11	0.5	2	-1.7	1	-13	95
(23) Cc1cccc(C)c1NC(=O)CN(C)CC(=O)c1c(N)n(Cc2ccccc2)c(=O)n(C)c1=O
  11	-0.6	-3	-1	0.4	5	-1.1	-7	22	94
(24) COc1ccccc1N(Cc1cc(=O)[nH]c2ccccc12)C(=O)C(C)C
  0	-0.2	1	1	0.1	-5	-1.6	4	1	98
(25) CC12C(=O)N(NC(=O)c3ccncc3)C(=O)C1C1C=CC2C1 (stereo not drawn)
  -1	0.0	3	0	0.0	-4	-1.6	1	1	97
(26) O=C(NCc1cccnc1)/C(=C\c1ccc(-c2ccc(Cl)c(Cl)c2)o1)S(=O)(=O)c1ccccc1
  77*	-4.4	-22	27	-0.5	-5	-0.1	101*	-9	88
(27) C#CCOCC1CN(C)C(=O)O1 (stereo not drawn)
  4	3.7	-1	-1	-0.2	5	0.1	-2	4	94
(28) CCCn1c(C(C)Nc2nc(-c3cc(Cl)c(N)c(Cl)c3)cs2)nc2cc(Cl)c(N3CCCCC3)cc21 (stereo not drawn)
  -3	-0.9	1	5	-0.1	1	-0.3	-5	-8	103
(29) O=C(O)c1ccc(Cl)c(S(=O)(=O)Nc2ccc3[nH]c(=O)[nH]c3c2)c1
  1	0.7	-2	5	0.0	-5	-1.1	-3	-6	99
(30) c1ccc(-c2cc3c(NCC4COc5ccccc5O4)ncnc3s2)cc1 (stereo not drawn)
  -4	-2.1	-3	5	1.4	-2	3.5	18	-9	90
(31) CCCNC(=O)C1(C)CCCN(Cc2ccsc2)C1 (stereo not drawn)
  1	4.9	1	-1	-0.2	-1	-0.5	-12	11	96
(32) CCOC(=O)c1nc2c(ccc3ccccc32)cc1C
  -10	-0.4	5	-1	0.0	-1	-0.5	2	-2	98
(33) Cc1ccc(NC(=O)Cn2c(O)c(N=NC(=O)c3cc4ccccc4cc3O)c3ccccc32)cc1
  -2	-0.5	-1	3	-0.7	1	12*	7	3	96
(34) CCOc1ccc(NC(=O)C2CC(=O)N3CCCN=C3S2)cc1 (stereo not drawn)
  -4	-1.7	4	5	0.0	-2	0.0	2	0	97
(35) COC(=O)c1ccc2c(c1)NC(=O)CS2
  2	0.6	3	5	-0.4	7	0.3	-2	1	96
(36) C1CN(CC23CC4CC(CC(C4)C2)C3)CCO1
  -3	-0.5	1	5	0.1	2	1.6	-3	4	105
(37) CN(C)S(=O)(=O)c1ccc(C(=O)Nc2ccc3c(c2)CCC3)cc1
  -3	0.0	-2	1	0.1	0	-1.1	18	4	97
(38) CCOc1cc(S(=O)(=O)NCCCN2CCOCC2)c(C)cc1C
  2	-0.4	1	10	-0.3	-2	-0.3	-3	7	100
(39) O=C(c1ccc2c(c1)OCO2)N1CCN(c2ncccn2)CC1
  5	-0.9	3	4	0.2	4	2.5	-2	5	104
(40) CCCn1c(C(O)c2ccc(OC)cc2)nc2ccccc21 (stereo not drawn)
  -4	0.7	1	10	-0.4	2	-0.5	-3	9	88
(41) COc1ccc(-c2sc3ccc(N4CCOCC4)cc3c2-c2ccc(O)cc2)cc1
  -11	-0.1	3	17	0.4	4	2.3	0	1	99
(42) CN(CC(=O)N1CCCCCC1)S(=O)(=O)c1ccc(F)cc1
  -4	3.2	-2	-2	-0.2	2	-2.0	-1	-2	582
(43) COc1cccc(-c2nc(CS(=O)(=O)CC(=O)Nc3cc(F)ccc3F)c(C)o2)c1
  5	-0.3	-2	-4	0.3	3	0.1	23	-1	98
(44) Cc1ccc(S(=O)(=O)N2CCC(C(=O)NCc3cccnc3)CC2)cc1
  -3	-0.2	1	12	0.0	0	0.4	0	7	101
(45) NC(=O)c1ccc(NC(=O)Nc2ccc3c(c2)OCO3)cc1
  -2	0.8	-1	-3	0.0	3	-4.1	-1	0	96
(46) CCCCNC(=O)c1cn(CC)c2ccc(S(=O)(=O)N3CCCCCC3)cc2c1=O
  -5	-0.1	-3	8	0.9	-6	-2.2	0	-5	98
(47) COC(=O)c1ccccc1NC(=O)CSc1nc2ccccc2c(=O)[nH]1
  0	-1.0	1	5	0.0	2	1.5	-3	19	86
(48) Cc1nnc(SCC(=O)OC2CC(C)CCC2C(C)C)[nH]c1=O (stereo not drawn)
  3	-1.0	0	1	0.1	1	-1.2	2	7	95
(49) COc1ccc(N2CCN(C(CNC(=O)C(=O)NC3CC3)c3ccco3)CC2)cc1 (stereo not drawn)
  9	-0.4	-1	10	-0.2	-7	-0.4	6	-7	93
(50) C[C@@H]1CCCCO[C@H](CN(C)Cc2ccccc2)[C@@H](C)CN([C@H](C)CO)C(=O)c2cc(NC(=O)c3ccccc3)ccc2O1
  -4	0.0	-3	19	0.0	-1	-0.8	-1	4	102
(51) O=C(CN1C(=O)CSc2ccccc21)NC1CCCC1
  -2	-0.4	2	13	0.0	1	0.3	-3	12	101
(52) N#CCCC1(CCC#N)c2ccccc2C(=O)c2ccccc21
  3	-0.5	3	nt	-0.4	-1	nt	-6	-2	98
(53) Cc1nc(=S)n(-c2ccccc2)[nH]1
  2	6.1	5	2	0.0	0	-2.0	0	-7	87
(54) Oc1[nH]c2ccccc2c1N=Nc1ccccn1
  5	-1.6	2	-19	0.0	-2	-1.5	0	-2	89
(55) O=[N+]([O-])c1cc(CN2CCCC2)c2cccnc2c1O
  8	-1.4	3	8	0.1	1	-0.1	0	-2	97
(56) COCCCn1c(C(=O)NCCN2CCOCC2)cc2c(=O)n3ccccc3nc21
  4	-0.1	1	-1	-0.1	4	-3.7	3	-2	99
(57) Fc1ccccc1N1CCN(C(c2ccncc2)c2nnnn2C2CCCC2)CC1 (stereo not drawn)
  2	-3.2	0	4	0.1	-4	-0.8	2	2	104
(58) Cc1ccc(SCC(=O)O/N=C(\N)c2cccc([N+](=O)[O-])c2)cc1
  -6	0.3	4	-4	0.1	-6	-0.9	-4	-9	104
(59) CCOC(=O)C1=C(CNCc2ccc(C)cc2)NC(=O)NC1c1ccc(OC)cc1 (stereo not drawn)
  -1	5.3	2	0	-0.3	-3	0.1	-2	-10	95
(60) COc1ccc(C(=O)N(Cc2nc(-c3ccc(C)cc3)no2)C(C)C)cc1OC
  9	2.9	0	-4	-0.2	-3	-0.7	-3	7	101
(61) COCCn1c(SCC(=O)Nc2ccc(S(=O)(=O)N3CCOCC3)cc2)nc2ccccc21
  2	0.3	1	11	0.5	-1	-1.1	-1	2	98
(62) CCc1c(C)c2ccc(O)c(CN3CCCC3)c2oc1=O
  4	-0.4	3	4	0.0	-7	0.6	?	-1	96
